Screening data: PubChem, several laboratories
NALP1 inh: NALP1 inflammasome inhibitors in reconstituted yeast, colorimetric, S. cerevisiae, triplicate retest. S. cerevisiae NALP1/ASC/caspase-1 growth, X-gal OD620, 72 h. inhibition, % at 10 µM. 280,000 compounds, 0.61% hits. AID 2071, 2009; in the data active = inhibition mostly above about 24%, no sharp cut-off; inactive = mostly below about 32%; also: some compounds called inactive have numbers as strong as hits
MEKK2wt PB1 HTS: modulators of MEK5 binding to wildtype MEKK2, primary screen, biochemical, multiplex bead flow cytometry, Alexa488-MEK5; Mitogen-activated protein kinase kinase kinase 2 (Homo sapiens), Q9Y2U5; binding response (% of control), % at 10 µM; 290,000 compounds, 1.1% hits; AID 1531, 2009; Alexa488-MEK5 binding to MEKK2 WT; actives lie on both sides; in the data active = binding response below about 67% or above about 130%
GPR7 antagonist: GPR7 receptor antagonists, primary screen, cell-based, fluorescence, single concentration. Neuropeptides B/W receptor type 1 (Homo sapiens), P48145. GPR7-expressing cells, fluorescence antagonist assay. inhibition, % at 4.4 µM. 290,000 compounds, 1.1% hits. AID 1861, 2009; in the data active = inhibition above about 16%, passing the limit was not always enough;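 also: cells stimulated with the agonist NPW; 0% = agonist with vehicle and 100% = vehicle without agonist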
Target sequence (P48145 whole entry, looked up): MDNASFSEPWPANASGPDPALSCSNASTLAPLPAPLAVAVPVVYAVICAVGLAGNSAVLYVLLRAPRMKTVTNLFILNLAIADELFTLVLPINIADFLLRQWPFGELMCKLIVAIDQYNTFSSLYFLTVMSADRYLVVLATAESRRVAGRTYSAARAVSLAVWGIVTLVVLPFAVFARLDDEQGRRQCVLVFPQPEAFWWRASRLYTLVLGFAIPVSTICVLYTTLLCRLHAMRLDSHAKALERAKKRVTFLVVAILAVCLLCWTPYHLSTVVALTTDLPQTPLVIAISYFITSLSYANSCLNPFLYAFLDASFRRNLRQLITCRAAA
PHOSPHO1 inh: PubChem AID 1565; Phosphoethanolamine/phosphocholine phosphatase (Homo sapiens), Q8TCT1; recombinant PHOSPHO1, absorbance phosphatase assay; inhibition, % at 13.3 µM; 290,000 compounds, 1.1% hits; in the data active = inhibition above about 60%
OXTR agonist: human OXTR agonists, primary screen, fluorescence, CHO-OTR cells, Fluo-8 calcium. Oxytocin receptor (Homo sapiens), P30559. Fluo-8 calcium fluorescence; normalized: DMSO 0%, oxytocin 100%. activation, % at 3 µM. 320,000 compounds, 0.32% hits;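 active = activation above the mean of all tested compounds plus 3 SD, cutoff set per screening run, cut at about 20% in these data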;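 also: peak over basal fluorescence ratio from a 100 s FLIPR kinetic read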
MEKK2 mut-MEK5: MEK5 binding signal on mutant MEKK2 PB1, primary screen, biochemical, multiplex bead flow cytometry, Alexa488-MEK5; 290,000 compounds, 0.35% hits; percent response, % at 10 µM; Alexa488-MEK5 binding to MEKK2 mutant; in the data active = percent response above about 24%, passing the limit was not always enough; also: inactives centre near 1; some results filed as inactive read as strong as hits; reference of the scale not given here
V1R ag counter: agonists of human V1a receptor, primary screen, counter-screen for OXTR agonist project, fluorescence, CHO-V1R cells. Vasopressin V1a receptor (Homo sapiens), P37288. Fluo-8 calcium fluorescence, agonist mode; 0% DMSO, 100% 3 nM vasopressin. activation, % at 3 µM. 320,000 compounds, 0.25% hits;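 active = activation above the mean activation of all tested compounds plus 3 SD, per screening run, cut at about 20% in these data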;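 also: signal is peak over basal fluorescence ratio across a 100 second FLIPR read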
MEKK3 PB1 HTS: modulators of MEKK3-MEK5 PB1 binding, primary screen, biochemical, wildtype MEKK3, multiplex bead flow cytometry, Alexa488-MEK5 | Mitogen-activated protein kinase kinase kinase 3 (Homo sapiens), Q99759 | AID 1529, 2009 | 290,000 compounds, 1.4% hits | bead-based flow cytometry, Alexa488-MEK5 binding to MEKK3; actives lie on both sides; 0 = blocked by unlabeled MEK5, 100 = vehicle | binding response (% of control), % at 10 µM;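 active = binding response more than 3 SD above or below the average of its plate-row segment, actives on both sides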;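 also: Alexa488 bead fluorescence after subtracting the streptavidin-only scavenger bead signal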
Target sequence (Q99759 whole entry, looked up): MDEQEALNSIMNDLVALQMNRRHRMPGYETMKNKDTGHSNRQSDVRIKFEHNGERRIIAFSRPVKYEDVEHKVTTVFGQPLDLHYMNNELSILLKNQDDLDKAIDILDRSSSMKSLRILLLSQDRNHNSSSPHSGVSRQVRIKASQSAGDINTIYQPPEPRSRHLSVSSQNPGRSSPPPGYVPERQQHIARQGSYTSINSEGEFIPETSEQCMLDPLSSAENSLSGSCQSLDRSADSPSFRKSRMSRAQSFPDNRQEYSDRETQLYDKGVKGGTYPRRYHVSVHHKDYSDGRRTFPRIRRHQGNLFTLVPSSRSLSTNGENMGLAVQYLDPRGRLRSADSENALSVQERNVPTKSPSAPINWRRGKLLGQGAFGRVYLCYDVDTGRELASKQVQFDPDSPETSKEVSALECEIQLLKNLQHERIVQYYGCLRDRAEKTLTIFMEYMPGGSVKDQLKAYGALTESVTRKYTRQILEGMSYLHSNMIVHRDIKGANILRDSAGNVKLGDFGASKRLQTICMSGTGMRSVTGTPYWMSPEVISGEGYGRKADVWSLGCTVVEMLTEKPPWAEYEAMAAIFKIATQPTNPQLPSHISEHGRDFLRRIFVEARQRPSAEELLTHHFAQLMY
GalR3 antag: GalR3 antagonists in HEK293 cells, primary screen, cell-based, fluorescence readout; Galanin receptor type 3 (Homo sapiens), O60755; 360,000 compounds, 0.44% hits; AID 651719, 2012; HEK293 GalR3-CNG cAMP membrane potential fluorescence; galR3 body fused to GalR1 C-terminus; inhibition, % at 3 µM;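 active = inhibition above the screen-wide average plus 3 SD, cut at about 13% in these data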;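 also: forskolin and galanin both at EC90 stimulate the cells; cAMP rise reported by CNG channel membrane potential dye signal; 0% = forskolin plus galanin with DMSO and 100% = forskolin alone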
* = called active by the depositor; x = no result given. Random draw from the library (roughly 5.4% active in at least one column).

cpd	structure	NALP1 inh	MEKK2wt PB1 HTS	GPR7 antagonist	PHOSPHO1 inh	OXTR agonist
1	O=c1c(=O)n(O)c2ccccc2n1O	-9	99	-11	4	0.8
2	O=c1[nH]c(SCc2ccc(F)cc2)nc2c1cnn2-c1ccc(F)cc1	21	104	-9	-1	-0.8
3	CCCC(=O)C1=C(SCC)CC(C)(C)C(C(=O)OC)C1=O (configuration not stated)	9	109	12	-18	-2.8
4	S=c1[nH]nc(C2CCCCC2)n1/N=C/c1ccccc1Cl	8	106	0	-85	-1.4
5	O=C(NCc1ccc(F)cc1)C1CCN(S(=O)(=O)N2CCCC2)CC1	8	99	14	1	-0.7
6	Nc1ccc(C(=O)N/N=C/c2cn(Cc3ccc(F)cc3)c3ccccc23)cc1	7	93	-4	16	x
7	CC(=O)Nc1ccc(S(=O)(=O)n2cnc3ccccc32)cc1	10	111	0	16	-0.5
8	COc1ccc(C(C)=O)cc1CSCc1cc(C(C)=O)ccc1OC	19	101	16	6	-0.9
9	Cc1cccc(NC(=O)CSc2nc(COc3ccccc3)nc3ccccc23)c1C	-11	89	-8	29	-2.0
10	CC(NC(=O)C1CCN(S(=O)(=O)c2cccc3nonc23)CC1)c1ccccc1 (configuration not stated)	20	105	-9	-47	0.5

cpd	MEKK2 mut-MEK5	V1R ag counter	MEKK3 PB1 HTS	GalR3 antag
1	0	-0.2	100	-1
2	3	0.5	104	4
3	11	-1.5	108	-4
4	3	-0.7	104	-10
5	0	1.1	100	-5
6	-2	x	100	2
7	3	1.4	101	-5
8	4	0.4	100	-13
9	-10	-0.2	87	-7
10	1	1.3	105	-6

Single records, as listed above. Values in the order: NALP1 inh | MEKK2wt PB1 HTS | GPR7 antagonist | PHOSPHO1 inh | OXTR agonist | MEKK2 mut-MEK5 | V1R ag counter | MEKK3 PB1 HTS | GalR3 antag
CC(=O)Nc1ccc(S(=O)(=O)n2cnc3ccccc32)cc1 as listed: 10 | 111 | 0 | 16 | -0.5 | 3 | 1.4 | 101 | -5
Nc1ccc(C(=O)N/N=C/c2cn(Cc3ccc(F)cc3)c3ccccc23)cc1 as listed: 7 | 93 | -4 | 16 | x | -2 | x | 100 | 2

(cont.)
cpd	structure	NALP1 inh	MEKK2wt PB1 HTS	GPR7 antagonist	PHOSPHO1 inh	OXTR agonist
11	Cc1cc(C)nc(N/C(=N\S(=O)(=O)Cc2ccccc2)Nc2ccccc2Br)n1	25	94	-7	-7	-1.7
12	CN(C)C(CNC(C(=O)Nc1ccc(F)cc1)c1ccccc1)c1ccccc1 (configuration not stated)	10	105	10	46	2.0
13	CC(C)C/C(O)=C/c1nc2cc(Cl)ccc2oc1=O	33	98	-5	10	-0.4
14	Cc1ncoc1C(=O)Nc1nccs1	-4	99	-1	21	0.3
15	CCOC(=O)c1cnc(SCC(=O)N2CCOCC2)nc1N	4	90	-10	6	1.0
16	CN(c1ccccc1)S(=O)(=O)c1ccc(C(=O)Nc2nnc(C3=COCCO3)o2)cc1	-6	97	-9	-19	-0.8
17	COc1ccc(CCNC(=O)c2ccccc2NC(=O)C2=C(C)OCCS2)cc1OC	-10	94	-14	-9	1.6
18	COc1ccc(C(CC(=O)O)NC(=O)c2cc3cc(Br)ccc3oc2=O)cc1OC (configuration not stated)	2	99	-7	-27	-0.7
19	CN(C)CC1(c2ccccc2)CCCC1	25	102	-1	-1	0.8
20	O=C(OCC(=O)N1CCN(c2ccccc2)CC1)c1ccc[n+]([O-])c1	-9	101	-20	39	0.2

cpd	MEKK2 mut-MEK5	V1R ag counter	MEKK3 PB1 HTS	GalR3 antag
11	-3	0.8	95	-12
12	9	2.0	99	-11
13	-3	0.3	97	5
14	0	1.0	100	-6
15	-11	0.4	94	-2
16	-2	0.2	102	-3
17	0	0.8	96	0
18	-3	0.9	102	-2
19	7	1.1	107	-3
20	0	-0.6	99	-3

Random excerpt: four records from the list
cpd	structure	NALP1 inh	MEKK2wt PB1 HTS	GPR7 antagonist	PHOSPHO1 inh	OXTR agonist
9	Cc1cccc(NC(=O)CSc2nc(COc3ccccc3)nc3ccccc23)c1C	-11	89	-8	29	-2.0
11	Cc1cc(C)nc(N/C(=N\S(=O)(=O)Cc2ccccc2)Nc2ccccc2Br)n1	25	94	-7	-7	-1.7
14	Cc1ncoc1C(=O)Nc1nccs1	-4	99	-1	21	0.3
5	O=C(NCc1ccc(F)cc1)C1CCN(S(=O)(=O)N2CCCC2)CC1	8	99	14	1	-0.7

cpd	MEKK2 mut-MEK5	V1R ag counter	MEKK3 PB1 HTS	GalR3 antag
9	-10	-0.2	87	-7
11	-3	0.8	95	-12
14	0	1.0	100	-6
5	0	1.1	100	-5

Remaining list, next part
cpd	structure	NALP1 inh	MEKK2wt PB1 HTS	GPR7 antagonist	PHOSPHO1 inh	OXTR agonist
21	CCOc1nc(C#N)nc(N2CCCCC2)n1	-3	x	-10	14	x
22	COc1ccc(CN(Cc2ccccn2)C(=O)CN2C(=O)COc3ccccc32)cc1	2	98	-7	12	-0.4
23	Cc1ccc(NC(=O)c2sc(Cl)nc2-c2ccccc2)cc1	18	98	-3	14	-2.3
24	O=c1c(Cc2ccccc2)c(O)ccn1Cc1ccco1	1	104	-24	32	-0.3
25	CCCOc1ccc(CNC(=O)C2CCN(c3nnc(N4CCCC4=O)s3)CC2)cc1	-3	104	-5	33	0.7
26	COc1ccc(-c2ccc(-c3noc(-c4ccccc4OC)n3)c(OC)n2)cc1	39	100	0	-7	-0.7
27	Cc1ccc(S(=O)(=O)N2CCC(C(=O)NNC(=O)c3ccc(F)cc3)CC2)cc1	-13	98	13	52	-0.7
28	COc1ccc(Cn2nnnc2CN2CCc3ccccc3C2)cc1	27*	98	3	-21	-1.1
29	C/C(CC(=O)NCc1ccc(F)cc1)=N\NC(N)=S	-6	103	0	-60	0.3
30	c1ccc(CC(Nc2ccccn2)c2ccccc2)cc1 (configuration not stated)	-2	105	-7	-16	-1.4

cpd	MEKK2 mut-MEK5	V1R ag counter	MEKK3 PB1 HTS	GalR3 antag
21	x	x	x	95*
22	0	-0.7	102	x
23	4	1.1	101	-9
24	2	-0.3	100	-4
25	1	0.7	100	x
26	7	-0.7	103	0
27	-3	0.7	104	-8
28	0	1.6	99	-4
29	-1	0.3	107	10
30	-4	-0.7	100	-3

Continuation.
cpd	structure	NALP1 inh	MEKK2wt PB1 HTS	GPR7 antagonist	PHOSPHO1 inh	OXTR agonist
31	CCOc1[nH]c(/N=C/c2ccco2)c(C#N)c1C#N	12	x	-1	10	0.4
32	COc1ccccc1C(=O)Nc1cc(Cl)ccc1-n1cncn1	26	94	14	48	0.9
33	CCOc1cccc(CN2CCCC(C(=O)c3cc(Cl)ccc3OC)C2)c1O (configuration not stated)	10	109	5	24	-2.4
34	Cc1ccccc1N(CC(=O)N1CCN(c2ccccc2)CC1)S(C)(=O)=O	6	115	-7	-14	-1.2
35	C=CCn1c(-c2sccc2C)n[nH]c1=S	20	101	-10	-11	0.7
36	CCN(CC)c1ccc(C(=O)NNC(=O)CCc2nc3ccccc3c(=O)[nH]2)cc1	16	110	-14	24	0.7
37	CC1=CC(C)(C)N(C(=O)CSc2nnc(N)s2)c2ccccc21	14	99	-4	-1	0.8
38	O=c1c2ccccc2[nH]c(=S)n1CCN1CCc2ccccc2C1	x	103	-6	28	4.2
39	COc1cccc2c1Oc1ncccc1N(C(=O)CCC(=O)NCc1ccccc1Cl)C2	15	101	-5	22	-1.3
40	COc1ccc(CN(C)C(=O)CNC(=O)CNC(=O)c2ccc(Cl)cc2Cl)cc1F	12	102	-4	-14	0.7

cpd	MEKK2 mut-MEK5	V1R ag counter	MEKK3 PB1 HTS	GalR3 antag
31	x	0.7	x	1
32	0	3.4	92	-2
33	6	-0.3	104	-5
34	3	-0.2	119	3
35	-2	1.7	104	-7
36	11	0.8	105	-2
37	-1	-0.6	98	0
38	8	1.7	99	5
39	4	-0.1	98	-4
40	-2	1.5	104	-10

Continuation.
cpd	structure	NALP1 inh	MEKK2wt PB1 HTS	GPR7 antagonist	PHOSPHO1 inh	OXTR agonist
41	O=C(Nc1ccc(C(=O)Oc2ccccc2)c(O)c1)c1ccccc1	14	97	-6	-7	0.9
42	COc1ccccc1C1=Nn2c(nnc2C2CCCCC2)SC1	3	111	-14	-4	0.4
43	O=C(Cn1cnc([N+](=O)[O-])c1)NC1CCCC1	-6	99	-4	4	0.2
44	CC(C)C(=O)Nc1ccc(C(=O)Nc2ccc(Br)cc2F)cc1	-1	102	-5	-11	0.3
45	O=C(O)c1cccc(-c2ccc(/C=N/n3cnc4sc5c(c4c3=O)CCCC5)o2)c1	x	96	-16	13	1.2
46	CC(=O)Nc1ccc(Oc2cc(C#N)c(C#N)cc2N2CCCCCC2)cc1	6	107	13	6	4.8
47	O=C(CNC(=O)c1ccc(Br)cc1)c1ccccc1	2	110	-5	19	-1.3
48	O=C(CN1CCOCC1)Nc1ccc(Cl)cn1	x	107	-8	x	-0.1
49	COc1ccc(S(=O)(=O)N2CCCC(C(=O)Nc3ccc4c(c3)OCCO4)C2)cc1 (configuration not stated)	-4	102	-4	2	3.5
50	O=C(Cn1cc(C(F)(F)F)ccc1=O)N1CCN(S(=O)(=O)c2ccccc2)CC1	6	108	-15	42	-0.8
51	CN1CCN(C(=O)CCC(=O)c2ccc(F)cc2)CC1	10	103	-19	6	-0.1
52	CC1(C)CC(NC(=O)COc2ccc(Br)cc2Cl)CC(C)(C)N1	-6	108	3	18	0.4

cpd	MEKK2 mut-MEK5	V1R ag counter	MEKK3 PB1 HTS	GalR3 antag
41	-2	2.9	92	-4
42	6	0.7	107	0
43	-2	0.4	98	-3
44	-2	0.7	108	2
45	-12	0.2	90	x
46	5	1.8	105	-1
47	10	-0.3	112	-4
48	5	-0.7	101	-9
49	7	3.2	108	-2
50	4	0.1	105	4
51	8	0.4	103	-1
52	6	1.1	104	-2
